# Bioassay records as filed in PubChem BioAssay.
# SENP8 inh: inhibitors of human SENP8 protease; Q96LD8; recombinant SENP8, Nedd8 substrate fluorescence; 360,000 tested, 0.64% active; inhibition, % at 20 µM; in the data active = inhibition mostly above about 40%, no sharp cut-off; inactive = mostly below about 27%
# Target sequence (Q96LD8 whole entry, looked up): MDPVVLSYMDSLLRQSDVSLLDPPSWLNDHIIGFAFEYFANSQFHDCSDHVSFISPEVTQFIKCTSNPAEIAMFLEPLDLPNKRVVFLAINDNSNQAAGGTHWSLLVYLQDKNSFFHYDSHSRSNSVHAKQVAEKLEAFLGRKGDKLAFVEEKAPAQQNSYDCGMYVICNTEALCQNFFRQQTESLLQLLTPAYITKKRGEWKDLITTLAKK
# MPTP block: blocks calcium-induced mitochondrial swelling | 360,000 tested, 1.4% active | inhibition, % at 10 µM | isolated mouse mitochondria, Ca2+ swelling absorbance, 30 min;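 active = inhibition of 50% or more, scaled per plate between neutral and stimulator controls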;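 note: 0% = DMSO wells given calcium and 100% = 1 mM EGTA wells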
# * hit, by the source's call; i = inactive.
SMILES | SENP8 inh | MPTP block
O=C(NCc1cccnc1)c1cc(C2CCCCN2C(=O)c2cccs2)on1 (configuration not stated) | 5 | 0.3
COc1ccc(OC)c(NC(=O)C2(C)CCN2Cc2cccc(OC)c2OC)c1 (configuration not stated) | 12 | 0.1
CCCCNC(=O)C1(C)CCCCN1C(=O)c1csnn1 (configuration not stated) | -8 | -0.4
O=C(NCC(O)c1nc2ccccc2[nH]1)c1ccc(Br)cc1 (configuration not stated) | 11 | 0.7
Cc1ccsc1C(=O)N1CCC1(C)C(=O)NS(=O)(=O)c1ccc(Br)cc1 (configuration not stated) | 8 | -0.5
COc1ccc(OC)c(S(=O)(=O)NC(=O)C2(C)CCN2C(=O)Cc2ccccc2Cl)c1 (configuration not stated) | 12 | -0.8
CCCS(=O)(=O)NC(=O)C1(C)CCN(C(=O)Cc2cccc3ccccc23)C1 (configuration not stated) | 10 | -1.8
COc1ccc([C@H]2CC(=O)C[C@@H](CCn3cc(CC4CCCC4)nn3)O2)cc1 | 4 | -0.5
Cc1cc(C)n2c(NC3CCCC3)c(-c3cc4ccccc4o3)nc2n1 | -296 | 0.6
O=C(NCc1ccccc1)C1c2ccccc2OCC(=O)N1C1CC1 (configuration not stated) | 7 | 0.8
COc1cccc(CNC(=O)[C@@H]2CCCN2C(=O)[C@@H]2CCCN2C(=O)c2cccc(OC)c2)c1 | 19 | 0.3
CC(=O)Nc1cc(-c2ccccc2Cl)cn2c(-c3ccc(S(C)(=O)=O)cc3)cnc12 | i | 0.8
COCCN1C(=O)CSCC1(C)C(=O)NC(C)C (configuration not stated) | 9 | 2.7
CC(C)(C)OC(=O)N1CCCN(C(c2ccnc3ccccc23)c2nnnn2-c2ccc3c(c2)OCCO3)CC1 (configuration not stated) | 3 | -1.1
O=C(Nc1c(-c2ccc3c(c2)OCO3)[nH][nH]c1=O)c1ccc2c(c1)OCO2 | -91 | -0.4
COc1ccc(NC(=O)c2cc(-c3cc(F)ccc3OC)n[nH]2)cn1 | 13 | 0.0
CC(C)(C)c1ccc(NC(=O)c2cc(C3CCCN(C(=O)CCc4ccccc4)C3)on2)cc1 (configuration not stated) | 7 | 0.7
Cc1cccc(C)c1-n1nnnc1-c1nc2cc(Br)ccc2[nH]c1=O | -44 | -1.0
CC1(C(=O)NS(=O)(=O)c2ccccc2OC(F)(F)F)CCN1C(=O)c1ccccc1 (configuration not stated) | 22 | 0.2
CCOP(=O)(OCC)C(Cc1ccc(OC)c(OC)c1)N=C(c1ccccc1)c1ccccc1 (configuration not stated) | 4 | -1.9
CC1(C(=O)NS(=O)(=O)c2cccc(OC(F)F)c2)CCN1C(=O)CC(c1ccccc1)c1ccccc1 (configuration not stated) | 23 | 0.6
COc1ccc2c(c1)C(CC(C)=O)N(c1ccc(-c3cnc(OC)nc3)cc1)C(c1ccsc1)=C2 (configuration not stated) | -377 | 1.2
COc1cccc(OC)c1NC(=O)c1ccc(-c2cc(Cl)ccc2Cl)o1 | 9 | -0.9
CC(=O)Nc1ccc(-c2ccnc3c2CC(C)(C(=O)NCc2cccc(Cl)c2)O3)cc1 (configuration not stated) | -7 | 0.2
COC(=O)C1(C(=O)OC)c2ccccc2N(S(=O)(=O)c2ccc(C)cc2)C1CC(=O)c1ccccc1 (configuration not stated) | 14 | 6.9
COc1cc(CN2C[C@@H](CO)O[C@@H](n3cnc4c(NC(C)C)ncnc43)C2)cc(OC)c1OC | 4 | 0.8
CS(=O)(=O)Nc1ccc(F)cc1 | 13 | 0.3
COc1ccc(N2CCN(C(=O)/C=C/[C@H]3O[C@@H](n4ccc(=O)[nH]c4=O)[C@H](O)[C@@H]3O)CC2)cc1 | 28 | -2.7
COc1cc(CC(=O)N2c3ccccc3N=C(c3ccccc3)C2C(=O)NCc2ccccc2)cc(OC)c1 (configuration not stated) | 0 | 1.4
CC(C)(C)NC(=O)C(c1ccc(C(F)(F)F)cc1)n1c(=O)c(-c2ccco2)nc2ccccc21 (configuration not stated) | -407 | 1.9
CC(C)(C)c1ccc(CC(=O)N2CCC2(C)C(=O)Nc2cccc3ccccc23)cc1 (configuration not stated) | 17 | 2.8
CCc1nc2ccc(C(=O)N3CCN(S(=O)(=O)CC)CC3)cn2c1N(C)C(=O)c1cccc(OC)c1 | -1 | 0.1
CCCCCCn1cc(CN2CC(N3CCN(CCO)CC3)CS2(=O)=O)nn1 (configuration not stated) | 18 | 0.2
CCSc1ccc(-c2cc(NC=O)c3ncc(-c4cc(OC)c(OC)c(OC)c4)n3c2)cc1 | -336 | -0.5
COc1cccc(NC(=O)C2(C)CCN2C(=O)CCc2ccc(Cl)cc2Cl)c1 (configuration not stated) | 15 | -0.5
CN(C)CCNC(=O)c1cccc(-c2cnc3c(NC=O)cc(-c4cccc(C(F)(F)F)c4)cn23)c1 | -310 | -2.1
CCCCNC(=O)C[C@@H]1C[C@@]2(C(=O)OCC)CCC=C2N(Cc2cccc3ccccc23)C1=O | 1 | -1.1
Cc1cc(C)n2c(NC3CCCC3)c(-c3ccc(F)cc3)nc2n1 | -13 | 0.5
COC(=O)[C@]12CCCCC=C1N(Cc1ccccc1)C(=O)[C@H](CC(=O)NCc1ccc(OC)c(OC)c1)C2 | 21 | 0.5
COC(=O)C(C#N)(CCC(=O)c1ccccc1)CCC(=O)c1ccccc1 | 12 | 1.0
CCCCCCn1cc(CN(C)C2CN(Cc3cn(CCCCCC)nn3)S(=O)(=O)C2)nn1 (configuration not stated) | 13 | 0.1
CCCc1c(-c2cccc(Cl)c2)ncn1Cc1cccc(-c2ccccc2)c1 | 20 | 1.2
COC(=O)N1CCCCC1c1cc(C(=O)Nc2ccccc2Cl)no1 (configuration not stated) | 26 | 1.8
COC(=O)c1ccc2nc(C3CCCCC3)c(Cc3cccc(Cl)c3)n2c1 | -140 | -0.6
C[C@@H]1Cc2[nH][nH]c(=O)c2[C@H](c2ccc(Cl)cc2)O1 | 27 | 0.3
O=S1(=O)N[C@H](Cc2ccccc2)COc2cc(N3CCC[C@@H]3CO)ccc21 | 18 | -0.5
CC(C)c1cccc(-c2csc(C(C)(O)c3cccc(F)c3)n2)c1 (configuration not stated) | 9 | 4.5
CCc1nc2ccc(C(=O)N(C)Cc3ccco3)cn2c1N(C)CCCc1ccccc1 | -13 | 0.8
CN1OC[C@@H]2CN(S(=O)(=O)c3cccc4ccccc34)[C@H](c3ccc(N4CCCCC4)cc3)C[C@@H]21 | 16 | -1.5
Cc1cc(F)ccc1C(O)c1ncc(-c2ccccc2F)[nH]1 (configuration not stated) | 15 | 1.1

# Continuation:
SMILES | SENP8 inh | MPTP block
c1ccc(-c2csc(Nc3ccc4c(c3)OCO4)n2)cc1 | 12 | 2.5
CC(=O)NC(c1ccccc1)c1nc(-c2ccc(C)c(C)c2)cs1 (configuration not stated) | 6 | -0.5
CCOc1ccc(-c2cc(C(=O)Nc3ccc(C)c(NS(C)(=O)=O)c3)[nH]n2)c(C)c1 | -1 | 0.2
COC(=O)C1=COC(OC2OC(CO)C(O)C(O)C2O)C2C(C)CC(=O)C12 (configuration not stated) | 1 | -2.1
COCCNC(=O)C1CCCN(C(=O)c2sc(-c3ccccc3)nc2C)CC1 (configuration not stated) | 9 | 0.3
COc1ccccc1CNc1nc(NC(C)C)nc2ccsc12 | -6 | 4.7
CCC(C(=O)NC1CCCC1)n1c(-c2cc3ccccc3[nH]2)nc2ccccc21 (configuration not stated) | -411 | 0.0
O=C(NC1CCCCC1)C1c2ccccc2OCC(=O)N1Cc1ccccn1 (configuration not stated) | -16 | 0.8
CCOCCC(=O)Nc1ccc2c(c1)c(=O)n(C)n2-c1ccc2ccccc2c1 | -487 | -0.6
OC[C@@H]1CN(Cc2ccc3c(c2)OCO3)C[C@H](n2cnc3c(NC4CCCC4)ncnc32)O1 | 9 | -2.4
CCCOc1ccc(F)cc1-c1cc(C(=O)NCc2ccc(F)cc2)[nH]n1 | 30 | -0.5
O=C(NCc1ccccc1)C1C(c2ccc3c(c2)OCO3)=Nc2ccccc2N1C(=O)c1cccc2ccccc12 (configuration not stated) | -61 | 0.7
CCOC(=O)[C@]12Cc3c(cc(OC)c(OC)c3OC)[C@H]1N(Cc1ccccc1)C(=O)c1cc(OC)ccc12 | -8 | -1.5
CCCCCNC(=O)c1nc(-c2c(F)cccc2F)oc1-c1ccccc1 | -172 | 8.8
COc1ccc(-c2oc3c(c2C#CC(C)(C)O)C(OC)CCC3)cc1 (configuration not stated) | -392 | 0.2
CCOC(=O)[C@@H](NC(=O)/C=C/[C@H]1O[C@@H](n2ccc(=O)[nH]c2=O)[C@H](O)[C@@H]1O)C(C)C | 12 | -1.2
COCCNC(=O)C1CCCN(C(=O)c2sccc2C)CC1 (configuration not stated) | 19 | -1.4
Cc1ccccc1-c1cc2nc(NCCN3CCNC3=O)n(C)c(=O)c2s1 | -44 | -0.4
CC1=C(C(=O)N2CCCCCC2)CC(CC(=O)NC2CCCCC2)C(=O)N1CCC1=CCCCC1 (configuration not stated) | 6 | -1.8
Nc1ccn([C@@H]2O[C@H](C(=O)N3CCSC3)[C@@H](O)[C@H]2O)c(=O)n1 | 17 | -2.7

# Sorted by value in MPTP block (highest first): 4 from the list above
smiles	MPTP block
Cc1ccccc1-c1cc2nc(NCCN3CCNC3=O)n(C)c(=O)c2s1	-0.4
CCCOc1ccc(F)cc1-c1cc(C(=O)NCc2ccc(F)cc2)[nH]n1	-0.5
COCCNC(=O)C1CCCN(C(=O)c2sccc2C)CC1 (configuration not stated)	-1.4
CCOC(=O)[C@]12Cc3c(cc(OC)c(OC)c3OC)[C@H]1N(Cc1ccccc1)C(=O)c1cc(OC)ccc12	-1.5

# The list continues.
SMILES | SENP8 inh | MPTP block
N#Cc1cccc(NC(=O)c2cc(C3CCCCN3C(=O)CCCc3ccccc3)on2)c1 (configuration not stated) | 18 | 2.1
Cc1cc(N2CCN(C(c3ccnc4ccccc34)c3nnnn3-c3c(C)cccc3C)CC2)c2ccccc2n1 (configuration not stated) | -58 | -2.3
CC(=O)c1cccc(-c2ccnc3c2CC(C(=O)NCCc2ccccc2)O3)c1 (configuration not stated) | -2 | 0.3
O=C(NCCC(F)(F)F)c1cccc2c(-c3ccc(F)c(F)c3)coc12 | 10 | 2.4
CC(C)(C)c1ccc(C(=O)N2CCC2(C)C(=O)NS(=O)(=O)c2ccccc2Cl)cc1 (configuration not stated) | 8 | 0.5
COc1ccc(-c2ccc(C(=O)Nc3cc(OC)c(OC)c(OC)c3)c3occc23)c(C)c1 | 3 | 1.8
Nc1[nH]c(C(=O)c2ccccc2)c(-c2ccncc2)c1C(=O)NC1CC1 | 12 | -0.2
Cc1c(C(=O)NCc2ccc(F)cc2)sc(=O)n1Cc1ccccc1F | -6 | -2.3
CC(C)(C)c1ccc(S(=O)(=O)NC(=O)C2(C)CCN2C(=O)C2CCCCC2)cc1 (configuration not stated) | -2 | 1.3
COCCN1C(=O)CCC1(C)c1nnnn1-c1ccc2ccccc2c1 (configuration not stated) | 13 | 0.5
O=C1c2ccccc2C(c2nnnn2Cc2ccccc2)N1Cc1ccc2c(c1)OCO2 (configuration not stated) | 10 | 1.1
COc1ccc(CNC(=O)C[C@@H]2C=C[C@@H](NS(=O)(=O)c3cccc(OC)c3)[C@@H](CO)O2)cc1 | 14 | 0.6
O=C(Nc1cccc(Cl)c1)c1csc([C@@H]2O[C@H](CO)[C@H](O)[C@H](O)[C@H]2O)n1 | 10 | -1.9
COc1ccc(C(=O)Nc2nnc([C@@H]3C[C@H](O)[C@@H](CO)O3)s2)cc1 | -4 | 0.2
O=C(NCc1ccccn1)[C@@H]1CCCN1C(=O)[C@@H]1CCCN1C(=O)c1cccc(Cl)c1 | 8 | -0.3
COc1ccc(NC(=O)c2cc(-c3cc(Cl)ccc3C)n[nH]2)cc1OC | 14 | 0.9
COc1cc(CNc2ncnc3c2ncn3[C@H]2CN(Cc3ccc(Cl)cc3)C[C@@H](CO)O2)cc(OC)c1OC | 12 | 0.3
CCc1nc2ccc(C(=O)NCc3cccs3)cn2c1N(CCC(C)C)CCN(C)C | -35 | -1.7
Cc1ccc(N2CCN(C(=O)C(=O)c3ccc4c(c3)OCO4)CC2)cc1 | 12 | -1.1
COc1cccc(CNC(=O)[C@@H]2CCCN2C(=O)[C@@H]2CCCN2C(=O)c2cccs2)c1 | 10 | -0.1

# Laid out differently: entries from further up.
COc1ccc(-c2ccc(C(=O)Nc3cc(OC)c(OC)c(OC)c3)c3occc23)c(C)c1
  SENP8 inh: 3 | MPTP block: 1.8

COc1cccc(OC)c1NC(=O)c1ccc(-c2cc(Cl)ccc2Cl)o1
  SENP8 inh: 9 | MPTP block: -0.9

CCCCNC(=O)C[C@@H]1C[C@@]2(C(=O)OCC)CCC=C2N(Cc2cccc3ccccc23)C1=O
  SENP8 inh: 1 | MPTP block: -1.1

# (cont.)
SMILES | SENP8 inh | MPTP block
CC(=O)NCCNC(=O)C1Cc2c(-c3ccc4c(c3)OCO4)ccnc2O1 (configuration not stated) | -218 | -1.8
COc1ccc(C(O)c2nc(-c3cccc(C(F)(F)F)c3)cs2)cc1 (configuration not stated) | 22 | 2.4
CCc1ccc2c(c1)NC(=O)C2(C)Cc1ccc(Cl)s1 (configuration not stated) | 12 | -0.4
O=C(NCc1ccccc1)c1cc(C2CCCN(S(=O)(=O)c3ccccc3)C2)on1 (configuration not stated) | 1 | -1.8
Cc1cccc(C)c1NC(=O)C1C(c2ccc3c(c2)OCO3)=Nc2ccccc2N1C(=O)c1cccc(C(F)(F)F)c1 (configuration not stated) | -38 | 0.3
O=C1NC[C@H](CCCCN2C[C@H](Cc3ccccc3)N(CCc3ccc(O)cc3)C(=O)C2=O)N(CCc2ccc(O)cc2)C1=O | -1 | 0.3
CCOc1ccc(CCN2C(=S)N([C@@H](CC(C)C)CN3CCC[C@@H]3CN3C(=S)NC[C@@H]3Cc3ccccc3)C[C@@H]2Cc2ccc(O)cc2)cc1 | 13 | 1.2
COc1ccccc1Cc1c(-c2ccc(Cl)cc2)nc2c(C)cc(Br)cn12 | -7 | -0.4
NC(COCc1ccccc1)c1csc(Nc2ncccn2)n1 (configuration not stated) | 25 | -0.4
CC(N)c1csc(Nc2nccc(C(F)(F)F)n2)n1 (configuration not stated) | 16 | 1.3
Cn1cnc(S(=O)(=O)N2CCCCC2c2cc(C(=O)Nc3cccc4c3CCCC4)no2)c1 (configuration not stated) | 16 | -1.5

# Only part of the results is shown. The share of hits here may be higher or lower than overall.
